From PubChem
NadD inh: inhibitors of S. aureus NadD, primary screen, biochemical, colorimetric, uHTS; 0.78% of 360,000 active; AID 602399, 2012; purified NadD enzyme, colorimetric absorbance read-out; inhibition, % at 20 µM; in the data active means inhibition above about 26%; further: some compounds past the cut are filed as inactive
CSN inh: inhibitors of CSN-mediated cullin deneddylation, primary screen, biochemical, fluorescence polarization, uHTS; Purified CSN, SCF-Nedd8-OG deneddylation; COP9 signalosome complex subunit 5 (Homo sapiens), Q92905; 0.38% of 360,000 active; inhibition, % at 12.5 µM; AID 651999, 2013;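 active means pattern-corrected inhibition above about 35%, with an unprinted fluorescence ratio check between 0.5 and 1.5, limit read from the data, passing the limit was not always enough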;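 further: 0% = enzyme with substrate and 100% = substrate without enzyme; some results filed as inactive read as strong as hits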
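assay system = purified human Csn5 enzyme expressed in HEK293T cells | amount = 0.24 nM enzyme | buffer or medium = Tris/NaCl/DTT buffer, pH 7.5 | reagent = 10 nM SCFSkp2-Nedd8OG | compound = one concentration, 12.5 µM, 0.25% DMSO | times = 90 min reaction at room temperature | signal = FP | read-out basis = % inhibition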
DNMT1 block: human DNMT1 methyltransferase inhibitors, primary screen, biochemical, molecular beacon, fluorescence, HinP1I cleavage, uHTS; inhibition (reported as % activation of signal), % at 10 µM; DNA (cytosine-5)-methyltransferase 1 (Homo sapiens), P26358; AID 588458, 2011; 0.83% of 360,000 active; in the data active means inhibition above about 50%
Target sequence (P26358 504-1616 limits assumed): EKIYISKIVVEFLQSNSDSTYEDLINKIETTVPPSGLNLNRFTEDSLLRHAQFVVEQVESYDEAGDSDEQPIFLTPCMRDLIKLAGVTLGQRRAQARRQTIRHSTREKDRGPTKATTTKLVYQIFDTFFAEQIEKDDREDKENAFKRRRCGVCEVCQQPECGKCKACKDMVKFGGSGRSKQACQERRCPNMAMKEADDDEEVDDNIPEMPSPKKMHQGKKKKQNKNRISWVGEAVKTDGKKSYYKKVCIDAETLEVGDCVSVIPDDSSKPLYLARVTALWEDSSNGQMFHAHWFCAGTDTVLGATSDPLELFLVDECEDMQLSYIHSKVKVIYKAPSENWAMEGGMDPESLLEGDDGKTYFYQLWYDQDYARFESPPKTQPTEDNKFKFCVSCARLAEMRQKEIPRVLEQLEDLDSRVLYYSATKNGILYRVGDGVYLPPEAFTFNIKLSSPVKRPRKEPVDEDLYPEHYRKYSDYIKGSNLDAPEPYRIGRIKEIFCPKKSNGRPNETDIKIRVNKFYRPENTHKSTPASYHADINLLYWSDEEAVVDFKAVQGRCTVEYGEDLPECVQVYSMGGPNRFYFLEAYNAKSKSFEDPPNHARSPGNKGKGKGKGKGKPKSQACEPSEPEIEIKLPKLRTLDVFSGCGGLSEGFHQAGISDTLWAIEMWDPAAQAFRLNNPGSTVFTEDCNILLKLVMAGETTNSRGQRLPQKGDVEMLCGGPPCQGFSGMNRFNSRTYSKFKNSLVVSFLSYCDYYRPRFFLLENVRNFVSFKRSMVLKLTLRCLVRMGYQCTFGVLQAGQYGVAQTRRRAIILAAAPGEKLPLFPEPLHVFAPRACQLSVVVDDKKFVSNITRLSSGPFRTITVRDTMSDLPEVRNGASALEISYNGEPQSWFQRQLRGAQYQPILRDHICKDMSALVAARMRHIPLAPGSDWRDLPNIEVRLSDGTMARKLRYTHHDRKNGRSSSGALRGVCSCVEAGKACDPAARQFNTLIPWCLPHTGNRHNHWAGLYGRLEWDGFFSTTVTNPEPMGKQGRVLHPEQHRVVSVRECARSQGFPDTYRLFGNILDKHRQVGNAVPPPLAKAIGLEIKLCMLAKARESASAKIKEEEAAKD
LMPTP inh: LMPTP phosphatase inhibitors, primary screen, biochemical, fluorescence intensity, uHTS | Low molecular weight phosphotyrosine protein phosphatase (Homo sapiens), P24666 | recombinant LMPTP-A, OMFP fluorogenic substrate | inhibition, % at 20 µM | 0.22% of 360,000 active;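 active means compounds that cut the enzyme signal by at least half of the control window in the single-dose screen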;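 further: plate controls were DMSO wells with enzyme plus substrate for no effect and substrate without enzyme for full effect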
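Material: LMPTP-A; amount: 0.625 nM enzyme; doses: single 20 µM dose; times: reaction 50 min, room temperature, dark; technique: fluorescence intensity of OMFP turnover product; benchmarks: no-enzyme and uninhibited controls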
Scp1 inh: Scp-1 phosphatase inhibitors, primary screen, biochemical, colorimetric, uHTS. Carboxy-terminal domain RNA polymerase II polypeptide A small phosphatase 1 (Homo …. Recombinant Scp1, phosphopeptide, malachite green phosphate absorbance. inhibition, % at 20 µM. 0.88% of 340,000 active. AID 493091, 2011;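 active means inhibition above about 50% at 20 µM, limit read from the data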;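 further: plate controls were DMSO wells with enzyme for no effect and wells lacking enzyme for full effect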
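System: truncated SCP-1 phosphatase (76-261aa); medium: Tris acetate buffer pH 5.5 with MgCl2 and Tween-20; incubation: 45 min room-temperature reaction, 5 min colour, 30 min stabiliser; compound: single 20 µM dose, 1% DMSO; reagent: Phosphorylated 17-residue peptide substrate; read-out: % inhibition at 20 µM; technique: colorimetric free-phosphate detection, absorbance 630 nm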
MsrA inhibitor: bovine MsrA enzyme inhibitors, primary screen, biochemical, absorbance, HTS; Methionine sulfoxide reductase A (Bos taurus); purified bovine MsrA, absorbance read-out; inhibition, % at 15.5 µM; 0.75% of 360,000 active; AID 651718, 2012; in the data active means inhibition above about 4.5%;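 further: 0% = vehicle wells with enzyme and 100% = reference inhibitor wells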
STEP block: STEP phosphatase inhibitors, primary screen, biochemical, fluorescence intensity, uHTS; Tyrosine-protein phosphatase non-receptor type 5 (Homo sapiens), P54829; recombinant STEP, OMFP fluorogenic substrate; inhibition, % at 20 µM; 0.25% of 360,000 active;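 active means inhibition at 20 µM, scaled per plate between control wells, above about 37%, limit read from the data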;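 further: 0% = DMSO with enzyme and substrate and 100% = substrate only without enzyme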
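Assay system: isolated STEP enzyme. Buffer or medium: pH 6.0 Bis-Tris with DTT and Tween 20. Also added: fluorogenic phosphatase substrate OMFP at 25 µM final. Dosing: 20 µM, 1% DMSO. Timing: 20 min reaction, room temperature, in the dark. Measured by: fluorescence intensity, excitation 480 nm, emission 540 nm. Evaluation: normalized % inhibition.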
SUMO1-SIM PPI: modulators of SUMO1 protein-protein interactions, primary screen, biochemical, uHTS. SUMO1 binding to a labelled peptide, TR-FRET, 1 h. AID 602429, 2012. 0.33% of 360,000 active. inhibition, % at 20 µM. Small ubiquitin-related modifier 1 (Homo sapiens), P63165; in the data active means inhibition above about 37%
Rpn11 inh: Rpn11 (PSMD14) deubiquitinase inhibitors, primary screen, biochemical, fluorescence polarization, uHTS; 0.59% of 360,000 active; calls only at 20 µM; human 26S proteasome, Ub4-pepOG fluorescence polarization; 20S core pre-blocked with epoxomicin;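 active means inhibition at 20 µM, scaled to each plate's controls, above about 33%, limit read from the data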
Tb MetRS inh: T. brucei MetRS inhibitors, primary screen, biochemical, luminescence; methionyl-tRNA synthetase (Trypanosoma brucei brucei); purified T. brucei MetRS, ATP depletion, Kinase-Glo luminescence; inhibition, % at 11.9 µM; 0.4% of 360,000 active; AID 624268, 2012;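 active means inhibition above a per-plate cutoff of the control wells' mean inhibition plus 3 SD, cut at about 5.5% in these data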;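 further: 0% = DMSO wells median and 100% = median of wells with control inhibitor compound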
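Material – parasite MetRS enzyme · Medium – HEPES-MgCl2-KCl buffer plus DTT, spermine, BSA, pyrophosphatase · Reagent – ATP, methionine and E. coli bulk tRNA substrates · Times – 15 min enzyme-compound preincubation, 2 h reaction, 10 min detection, 25 °C · Measured by – luminescence of leftover ATP · Evaluation – percent inhibition relative to median high and low control wells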
* = called active by the depositor; i = inactive; . = no result given; & = joins results of further samples. No enrichment for hits, and some 3.9% of all compounds hit somewhere here.

SMILES	NadD inh	CSN inh	DNMT1 block	LMPTP inh	Scp1 inh	MsrA inhibitor	STEP block	SUMO1-SIM PPI	Rpn11 inh	Tb MetRS inh
c1ccc(-c2cc3nc(NCC4CC4)nc(NCC4CCCCC4)c3s2)cc1	22	0	-5	4.9	.	0.8	11	-6	i	-0.3
COc1ccccc1C(=O)NCC(=O)OC(C)C(=O)NC1CCCCC1C (configuration not stated)	-8	-6	2	-1.1	-4	0.0	0	8	i	-0.5
COc1ccc(C2CC(=O)c3cnc(NC(=O)c4ccccc4OC)nc3C2)c(OC)c1 (configuration not stated)	14	-6	-4	1.4	4	0.1	0	-4	i	-0.7
COc1cc(NC(=O)c2cccs2)c(C(=O)OCC(=O)NC(C)c2ccccc2)cc1OC (configuration not stated)	-11	3	1	2.7	0	1.9	-2	1	i	-0.3
COC(=O)c1cc(C(=O)Nc2ccc(S(N)(=O)=O)cc2)cc([N+](=O)[O-])c1	-1	6	10	-0.5	-4	0.3	4	-26	i	-0.4
COc1ccc(/C=C(\NC(=O)c2ccc(OC)c(OC)c2)C(=O)N2CCN(C)CC2)cc1	1	1	1	-0.7	3	-0.3	0	-3	i	-0.5
O=C(Nc1ccccc1N1CCOCC1)c1cccnc1	-3	-2	1	-0.5	-5	0.8	1	3	i	0.3
Nc1nc(-c2nc3ccccc3[nH]2)cs1	-2	0	-2	0.9	1	0.3	2	-1	i	-1.0
CCCCC[C@@H](C)N1C[C@@H](COCc2ccccc2)Oc2cc(N3CC[C@H](N(C)C)C3)ccc2S1(=O)=O	7	3	.	-2.8	.	-0.5	.	-43	.	-0.8
CC(=O)c1ccc(/C=C/c2nc3ccccc3n2C)o1	2	3	0	1.7	1	2.2	1	-14	i	-0.5
COc1ccc(C(C)NC(=O)c2ccncc2)cc1 (configuration not stated)	4	-4	0	-1.8	-6	0.1	0	-2	i	0.1
Cn1c(N)c(C(=O)COc2ccc(C#N)cc2)c(=O)n(C)c1=O	-10	-4	0	-2.2	-5	-0.6	-3	2	i	0.4
CCOc1ccc(NC(=O)N2CCC(c3ccc(C)cc3)C2)cc1 (configuration not stated)	-9	2	1	0.9	-2	-0.7	20	-5	i	-0.1
CCOC(=O)c1c(C)[nH]c(C(=O)COC(=O)/C=C/c2ccc(OC(F)F)cc2)c1C	7	1	22	-3.1	-13	0.0	-3	5	i	0.1
Cc1c(C)n(CCc2ccccc2)c2ncnc(NCCO)c12	-3	-2	-1	-0.7	-4	-0.1	1	3	i	-0.3
CC(C)N1C(=O)c2ccccc2NC(=O)C1C(=O)NCc1ccccc1 (configuration not stated)	.	-3	.	-1.3	.	1.8	.	1	.	-0.2
COC(=O)c1ccc(S(=O)(=O)NNC(=O)c2ccc(S(=O)(=O)N3CCCCC3)cc2)cc1	4	-6	7	-1.4	3	-0.3	0	-2	i	-1.1
Cc1cc(O)c(/C=N/OCc2ccc(Cl)cc2Cl)c(=O)o1	-4	2	-2	-1.3	-5	2.1	2	1	i	-1.2
CN(CC(=O)Nc1ccc(Cl)c(Cl)c1)CC(=O)N1CCc2ccccc21	-2	5	2	0.6	.	-1.6	-3	0	i	0.6
Cc1ccccc1NC(=O)CN1CCC(C(=O)c2ccc3c(c2)OCCO3)CC1	5	6	-2	0.2	-5	2.1	-1	-1	i	-0.3
O=C(NCCCn1ccnc1)c1cc(-c2ccc3c(c2)OCO3)on1	-6	7	-1	-3.0	-8	.	0	1	i	-0.4
Cc1c(C(=O)N2CCOCC2)sc2ncnc(N3CCc4ccccc4C3)c12	1	-2	-9	-0.4	-13	-0.2	2	2	i	-1.0
O=C1NNC(c2ccccc2)=N/C1=C\c1ccco1	13	0	-3	2.6	5	0.2	0	12	i	-0.1
S=C(NCc1ccco1)N1CCN(C(c2ccccc2)c2ccccc2)CC1	8	1	-6	4.8	4	1.5	2	7	i	-0.8
COc1cn(-c2ccccc2)nc1C(=O)Nc1ccccc1	-6	0	0	2.3	-8	1.9	-4	8	i	0.0
CCC(c1nc2ccccc2[nH]1)n1c(=O)c(-c2ccccc2)nc2ccccc21 (configuration not stated)	.	-4	.	1.9	.	0.7	.	-5	.	-0.3
CCN1CCN(C(=O)c2cc(-c3cccnc3)nc3ccc(Br)cc23)CC1	3	-4	3	-1.5	-6	1.6	1	-2	i	-0.1
Nc1nc(-c2ccc(Cl)cc2Cl)cn1N	-2	-3	2	-0.2	-5	0.3	-1	-1	i	0.2
Cc1cccc(N2CCN(C(=O)c3ccc4c(c3)OCCO4)CC2C)c1 (configuration not stated)	-3	2	1	-1.3	-5	1.1	-2	1	i	-0.8
CC1(C)CC(Nc2ccc(Nc3ccccc3)cc2)CC(C)(C)N1	3	2	-5	0.3	-8	-0.8	3	-9	i	-0.7
Cc1cccc(C2CC(c3ccc(F)cc3)Nc3nc(N)nn32)c1 (configuration not stated)	-1	0	0	-0.7	7	1.0	-1	4	i	-0.2
COc1cccc(/C=N/NC(=O)c2c(-c3ccccc3)noc2C)c1O	2	2	-6	-0.3	4	1.0	2	-2	i	-1.0
COCCNC(=O)CCCCCN1C(=O)CCC1=O	6	-2	-1	0.9	-8	-0.2	1	-3	i	-1.2
OCC[C@H]1C[C@@H](O)[C@H](O)[C@]2(OCCCc3ccccc32)O1	1	1	8	-1.3	-3	-1.1	-1	0	i	0.2
Cc1ccc2cc(CCNC(=O)c3cccs3)c(=O)[nH]c2c1C	-1	8	-2	-1.6	0	0.7	4	8	i	-0.8
CN1CCN(S(=O)(=O)c2ccc(Cl)cc2)CC1	0&-9	5&2	8&-2	-2.7&-2.9	-5&4	-1.3&0.9	-2&-3	3&4	i	-0.3&-1.0
COc1ccccc1Oc1ccc(S(=O)(=O)Nc2cccnc2)cc1	-8	4	-3	-0.7	-9	-0.9	0	4	i	-0.3
COc1ccc(CN(C)C(=O)c2cc(-c3ccccc3)nc3ccc(C)cc23)c(OC)c1	6	-1	-10	7.4	.	1.4	2	-12	i	-0.2
COc1ccc(C(=O)CN2C(=O)NC3(CCCc4ccccc43)C2=O)c(OC)c1 (configuration not stated)	-1	2	1	0.4	-5	-1.1	1	-7	i	0.0
CC1(C(=O)NCCC#N)CCN1C(=O)C1(c2ccccc2)CC1 (configuration not stated)	-3	-1	6	0.2	.	-0.7	1	-3	i	-0.5
CCN(CC)CCNc1ncnc2c1sc1nc(N3CCOCC3)c3c(c12)CC(C)(C)SC3	3	-1	-5	2.4	-4	-0.8	4	6	i	-1.1
O=C(Nc1ccc(Cl)cc1)Nc1nnc(/C=C/c2ccccc2)s1	23	5	1	0.0	-4	-0.1	-2	-8	i	0.2
Cc1cc(C(=O)N/N=C/c2c(C)n(C)c3ccccc23)n[nH]1	-5	3	1	-1.2	-5	6.9*	-1	-4	i	-1.5
CCOc1ccccc1CNC(=O)CN1C(=O)CSc2ccc(S(=O)(=O)N3CCOCC3)cc21	-5	-1	4	-0.2	-4	-1.4	2	8	i	-0.2
O=C(CN1C(=O)NC2(CCc3ccccc3C2)C1=O)Nc1ccc(Cl)cc1F (configuration not stated)	-3	2	1	-0.4	-3	-1.1	-4	-1	i	1.5
CCOC(=O)Nc1sc(C(=O)N(C)C)c(C)c1C(=O)OCC	-2	-3	3	0.6	-15	0.8	-3	4	i	-1.5
Cc1csc(-c2cccnc2)n1	0	-3	1	-1.2	11	0.8	-12	-4	i	0.0
CCN(CC)CCn1c(NS(=O)(=O)c2ccc(Cl)cc2)nc2ccccc21	-5	-5	3	-0.4	-7	0.9	0	5	i	-1.3
COc1ccc(C(C)=O)cc1COc1ccc(F)cc1	-14	-7	8	-0.8	-26	-0.4	-1	-4	i	-0.9
Cc1ccccc1-c1cnc(C(O)c2cc(Cl)cc(Cl)c2)[nH]1 (configuration not stated)	-5	2	3	1.0	.	0.3	2	3	i	53*
CC(C)Cn1c(N)c(C(=O)COC(=O)c2nccnc2N)c(=O)n(C)c1=O	4	0	-2	-0.1	-5	1.1	-2	-15	i	-0.4
CCC1(c2ccccc2)SCC(c2ccccc2)=NC1=O (configuration not stated)	-2	-2	2	2.0	-10	-1.4	3	-10	i	-0.1
CC(C)CCNC(=O)c1csc2c1CCCCC2	-2	5	-2	-0.8	4	3.0	-2	-3	i	-0.1
CNC(=O)COc1ccc(Nc2nnc(C)c3ccccc23)cc1	-3	-2	3	-1.8	-10	0.2	1	-1	i	0.6
CC(=O)N1CCN(CCN2C(C)=CC(=C(C#N)C#N)C=C2C)CC1	0	-4	2	-1.2	4	2.8	-3	4	i	-0.1
O=C(CSc1nc2ccccc2o1)c1ccc2c(c1)OCCO2	-11	1	-8	2.1	-10	1.6	3	0	i	-1.1

Whole records, quoted from the list. Screens in order: NadD inh	CSN inh	DNMT1 block	LMPTP inh	Scp1 inh	MsrA inhibitor	STEP block	SUMO1-SIM PPI	Rpn11 inh	Tb MetRS inh
CC(C)Cn1c(N)c(C(=O)COC(=O)c2nccnc2N)c(=O)n(C)c1=O is listed as 4	0	-2	-0.1	-5	1.1	-2	-15	i	-0.4
CCOc1ccccc1CNC(=O)CN1C(=O)CSc2ccc(S(=O)(=O)N3CCOCC3)cc21 is listed as -5	-1	4	-0.2	-4	-1.4	2	8	i	-0.2
O=C(CN1C(=O)NC2(CCc3ccccc3C2)C1=O)Nc1ccc(Cl)cc1F (configuration not stated) is listed as -3	2	1	-0.4	-3	-1.1	-4	-1	i	1.5
